From PubChem BioAssay
Rat MKP-3 inhibitors: inhibition of rat DUSP6 enzyme activity – biochemical, in vitro, primary screen (AID 425). recombinant MKP-3 phosphatase activity, fluorescence; higher % means a stronger effect. inhibition, % at 20 µM, or IC50 in µM where a hit was titrated. 110,000 tested, 0.17% active; in the data active = inhibition above about 50%;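 also: plate controls were vehicle for no effect and reference inhibitor for full effect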
Hsp70 displacement: Hsp70 inhibitors, probe displacement, primary screen, biochemical, fluorescence polarization (AID 583) | Hsp70 fluorescence polarization probe displacement, mP; higher % means a stronger effect | displacement, % at 20 µM; hits with a dose series show IC50 in µM | 140,000 tested, 0.06% active; in the data active = displacement above about 50%;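 also: plate controls were vehicle for no effect and reference ligand for full effect; a part of the inactive calls stands beside numbers as strong as those of hits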
* marks the source's active call; other numbers are inactive results; x = no result given; & = joins results of further samples.

SMILES	Rat MKP-3 inhibitors	Hsp70 displacement
O=C(NCC1CCC(C(=O)O)CC1)OCc1ccccc1 (stereo not drawn)	x	1.6%
C#CCOC(=O)c1ccccc1C(=O)O	x	-2.4%
CCc1cc(C=C(Cl)Cl)oc(=O)c1C	-2.6%&-0.6%	4.2%&2.4%
Cc1nn(-c2ccccc2)c(Cl)c1C(=O)Nc1c(C)n(C)n(-c2ccccc2)c1=O	-4.3%	2.4%
O=C(CCc1ccccc1)Nc1ccccc1Br	4.1%	1.3%
CCOC(=O)C1CCCN(c2nc3ccccc3nc2C(C#N)C(=O)OC(C)COC)C1 (stereo not drawn)	-2.1%	0.4%
CCOc1ccc(/C=C\C(C)=N\O)cc1	-10.7%&-0.1%	-7.9%&3.4%
COc1ccc(C(=O)NC2=NCCS2)cc1OC	-1.2%	1.8%
COc1ccc(S(=O)(=O)Nc2c(C)ccc3nsnc23)cc1OC	1.2%	1.2%
O=C(CSc1nnc(-c2cccc(F)c2)n1-c1ccccc1)NC(c1ccccc1)c1ccccc1	7.5%	2.3%
CCCCN(C)C(=O)c1cn(CC)c2ccc(S(=O)(=O)N(C)C)cc2c1=O	2.0%	5.8%
O=C(COC(=O)C1CC(=O)N(Cc2ccco2)C1)c1ccc(OC(=O)c2ccco2)cc1 (stereo not drawn)	6.7%	0.9%
O=C(CN(Cc1ccco1)C(=O)CNS(=O)(=O)c1ccc(F)cc1)NCc1ccc(F)cc1	-7.8%	0.8%
Cc1occc1C(=O)Nc1sc2c(c1C(N)=O)CCCCC2	-0.3%	1.9%
CCOc1cc(C(=O)N2c3ccc(F)cc3CCC2C)cc(OCC)c1OCC (stereo not drawn)	2.9%	-0.7%
Cc1ccc(CNC(=O)Cn2c(=O)oc3ccccc32)o1	-0.4%	-3.1%
Cc1ccc(N2CCN(S(=O)(=O)N3CCCCCC3)CC2)cc1Cl	x	-5.5%
O=C(c1ccc(F)cc1)N1CCN(C(=O)c2cccnc2)CC1	x	3.0%
Cc1ccc(-c2nc3ccccc3o2)cc1NC(=O)c1cccc(Br)c1	-3.2%	-5.9%
COc1cc(S(=O)(=O)N2CCN(C)CC2)c(OC)cc1Cl	x	1.3%
CCOC(=O)C1=C(C)N=c2s/c(=C/c3ccccn3)c(=O)n2C1c1ccccc1Cl (stereo not drawn)	-0.6%	-6.5%
O=S(=O)(NCc1ccco1)c1ccc2c(c1)Cc1ccccc1-2	-4.0%	-3.6%
Cc1[nH]nc2c1C(c1ccccc1)C1=C(CC(C)(C)CC1=O)N2 (stereo not drawn)	-6.0%	-0.6%
O=C1CCc2cc(S(=O)(=O)NC(Cc3ccccc3)C(=O)NC3CCCCC3)ccc2N1 (stereo not drawn)	-0.5%	x
CCOC(=O)c1nnn(CC(=O)N2N=C(c3cccc4ccccc34)CC2c2ccccc2)c1C(=O)OCC (stereo not drawn)	x	-1.2%
CCOc1cc(C(=O)N2CCc3ccccc3C2)cc(OCC)c1OCC	4.3%	-1.0%
COCCOC(=O)c1ccc(NC(=O)COc2cccc(C)c2)cc1	5.3%	1.0%
CCCCSc1nnc(-c2ccccc2N)c(=O)[nH]1	-9.8%&0.6%	-5.6%&-1.8%
CCn1c2ccccc2c2cc(CNCc3ccc4c(c3)OCO4)ccc21	0.1%	-1.0%
CCC(=O)Nc1nc(-c2ccc(Cl)c(Cl)c2)cs1	-3.1%	-2.7%
CCOc1ccc(N2C(=O)/C(=C/c3ccc(OC)c(OC)c3C(=O)O)SC2=S)cc1	1.0%	-3.3%
CC(C)CNS(=O)(=O)c1ccc(CCC(=O)N2CCN(Cc3ccccc3)CC2)cc1	-4.6%	-1.3%
Cc1ccc(C2([N+](=O)[O-])C(=O)c3ccccc3C2=O)cc1	1.6%	2.4%
COC(=O)c1sccc1NC(=O)c1ccoc1C	-18.3%	0.6%
CCC(Oc1ccccc1)C(=O)Nc1ccc(S(=O)(=O)Nc2cnc3ccccc3n2)cc1 (stereo not drawn)	3.4%	-5.3%
COc1ccc(C(=O)N2CCN(Cc3ccccc3F)CC2)cc1OC	1.1%	-1.6%
Cc1cc(NC(=O)c2oc3ccccc3c2C)ccc1-n1cnnn1	-4.6%	4.1%
O=C(N/N=C/c1ccccc1O)c1cnccn1	4.3%	-7.1%
Cn1c(-c2c(N)n(CCc3ccccc3)c3nc4ccccc4nc23)nc2ccccc21	x	-9.0%
Cc1ccc(NC(=O)c2cccs2)cc1C	2.8%	-10.3%
CCOC(=O)N1CCC(Nc2c(N3CCN(c4cccc(C(F)(F)F)c4)CC3)c(=O)c2=O)CC1	0.8%	5.6%
Cc1ccc(C)n1-c1sccc1C(=O)O	x	24.9%
COCc1cc(C)nc2sc(C(=O)OC(C)C)c(N)c12	0.9%	4.4%
CCN(c1ccccc1)S(=O)(=O)c1c(C)cc(C)cc1C	1.6%	-0.2%
COC(=O)c1[nH]c2cc(OC)ccc2c1NC(=O)c1ccc2c(c1)OCO2	3.0%	1.1%
Cc1ccc(C(=O)O)c(C(=O)Nc2nc(C)cs2)c1	-5.3%	-0.3%
CCc1nc2ccccc2c(=O)n1NC(=O)c1c(O)c2ccccc2[nH]c1=O	-13.2%	-0.4%
COCc1nn2c(N)c(C#N)cnc2c1-c1ccccc1	-18.5%	3.7%
O=C(NCCC(c1ccccc1)c1ccccc1)c1ccccc1[N+](=O)[O-]	3.4%	-4.5%
Cc1ccc(-n2nc3cc(C)c(NC(=O)c4cc5ccccc5o4)cc3n2)cc1	3.7%	-3.2%
CCS(=O)(=O)N1CCN(Cc2nc3ccccc3c(=O)[nH]2)CC1	-4.5%	-0.7%
Cc1cccc(-c2cc(C(=O)n3cccn3)c3ccccc3n2)c1	1.3%	4.3%
CC(=O)NC1=NC(=O)/C(=C\c2ccc(N(C)C)c(Br)c2)S1	6.6%	-26.2%
O=C(NCCc1ccccc1)C(=O)NCC1CCCO1 (stereo not drawn)	x	3.9%
CCOC(=O)c1sc(N/N=C/c2ccc(O)cc2)nc1C	2.4%	-5.2%
CC1CC(Nc2ccccc2)c2ccccc2N1C(=O)c1ccc(Cl)cc1Cl (stereo not drawn)	-0.3%	7.9%
O=C(c1cnn2c(-c3ccccc3)cc(-c3ccccc3)nc12)N1CCOCC1	4.1%	-0.9%
CCN(CC)c1ccc(C=C2C(=O)N(C)C(=O)N(C)C2=O)c(O)c1	-4.6%	-5.3%
CC(=O)Nc1ccc(S(=O)(=O)NCC2CCC(C(=O)N3CCN(c4ccccn4)CC3)CC2)cc1 (stereo not drawn)	6.6%	4.7%
CCOc1nnnc2c1sc1nc(N3CCOCC3)c3c(c12)CCCC3	x	-2.0%

Single records (already shown). Order of screens: Rat MKP-3 inhibitors	Hsp70 displacement
CCOc1nnnc2c1sc1nc(N3CCOCC3)c3c(c12)CCCC3 as listed: x	-2.0%
O=C(NCCC(c1ccccc1)c1ccccc1)c1ccccc1[N+](=O)[O-] as listed: 3.4%	-4.5%
O=C(NCCc1ccccc1)C(=O)NCC1CCCO1 (stereo not drawn) as listed: x	3.9%

Later entries:
SMILES	Rat MKP-3 inhibitors	Hsp70 displacement
CCN=C(Nc1cccc(F)c1)SC1CC(=O)N(c2ccc(OC)cc2)C1=O (stereo not drawn)	-0.9%	2.1%
O=C(Cc1cccc2ccccc12)NCc1ccco1	0.3%	0.7%
Cc1ccc(N2C(=O)C(O)C(O)C2=O)cc1 (stereo not drawn)	3.1%	3.7%
O=C(O)CCc1ccc(-c2cccs2)n1NC(=O)c1ccccc1Br	5.7%	4.5%
O=C(Nc1ccc(Cl)cn1)c1cc([N+](=O)[O-])ccc1Cl	0.1%	-0.2%
COc1cc(OC)c(NC(=O)CCc2nc(-c3cccs3)no2)cc1Cl	4.0%	x
CCOc1ccc2nc(NC(NC(=O)CC)(C(=O)OC)C(F)(F)F)sc2c1 (stereo not drawn)	-10.2%	5.5%
O=C(Nc1cccc2nsnc12)C(c1ccccc1)c1ccccc1	-3.1%	-0.1%
O=C(NCCOc1ccc(F)cc1)c1cccc2ccccc12	-0.7%	4.4%
COc1ccc(/C(O)=C2/C(=O)C(=O)N(CCN(C)C)C2c2ccc(OC)c(OC)c2)c(C)c1 (stereo not drawn)	3.4%	-4.3%
CCOc1ccc2nc(NC(=O)c3cc(C)cc(C)c3)sc2c1	-3.7%	-2.1%
CCOc1ccccc1OCC(=O)Nc1nnc(COC)s1	-13.2%	-1.7%
COc1ccc2c(c1)-c1nc(NC(=O)c3ccco3)sc1CC2	x	4.2%
O=C(C(c1ccccc1)N1CCOCC1)N1CCOCC1 (stereo not drawn)	-2.0%	-5.4%
C=CCN1C(=O)/C(=C\c2ccccc2OCc2cccc3ccccc23)SC1=S	-4.1%	0.8%
CCOCCCNC(=O)c1ccccc1SCC	-13.7%	4.2%
CC(=O)c1c(N2CCCCC2)nc(=O)n(-c2ccccc2)c1C	-7.2%	1.2%
CCC(CO)Nc1ncnc2c1cnn2-c1ccc(Cl)cc1 (stereo not drawn)	2.7%	3.2%
CN(C)c1ccc(-c2nnc(-c3ccc(S(=O)(=O)C(F)F)cc3)o2)cc1	4.2%	-46.7%
CCN=C(Nc1cc(Cl)cc(Cl)c1)SC1CC(=O)N(c2cccc(OC)c2)C1=O (stereo not drawn)	-0.6%	-2.7%
OCCNc1ncnc2c1c(-c1ccccc1)c(-c1ccccc1)n2Cc1ccco1	-2.0%	x
COc1ccc(-c2nc(=S)c3c(n2Cc2ccccc2)CCCC3)cc1	2.1%	-5.1%
N#Cc1ccc(Sc2nc3ccccc3[nH]2)cc1C#N	-8.3%	8.0%
CN(C)CCCNC(=O)c1cccc(F)c1	-3.1%	-2.8%
CCOc1cccc(NC(=O)CC#N)c1	4.7%	10.0%
COc1ccc(Cl)cc1C(=O)Nc1cc2nn(-c3ccc(C)cc3)nc2cc1C	2.4%	-1.3%
COC(=O)C1=C(C)NC(=O)C1(Nc1nccs1)C(F)(F)F (stereo not drawn)	-18.1%	2.1%
Cc1ccccc1C(=O)N1CCC(C(=O)Nc2ccc3c(c2)OCCO3)CC1	x	-2.1%
Cc1ccc(C)c(N(CC(=O)NCc2ccc(Cl)cc2)S(=O)(=O)c2ccccc2)c1	4.5%	4.1%
COc1ccc(/C=N\Nc2cc(C)c3ccccc3n2)cc1	0.2%	-3.7%
O=C(Nc1ccc([N+](=O)[O-])cc1Cl)c1cc2ccccc2o1	3.1%	0.8%
COc1ccc(NC(=O)C2CCC(C)(C(=O)O)C2(C)C)cc1 (stereo not drawn)	-6.7%	x
CCOC(=O)C1/C(=N\O)CC(C)(O)C(C(=O)OCC)C1c1ccc(OC)c(OC)c1 (stereo not drawn)	-8.1%	-0.5%
CCOC(=O)CCCCC(=O)c1[nH]c(=O)[nH]c1CSc1nc(-c2ccccc2)c(C#N)c(=O)[nH]1	-11.3%	0.8%
COc1cc(/C=C2/C(=O)NC(=O)N(C)C2=O)ccc1OCC(=O)O	4.2%	2.1%
COCCCn1c(=N)c(C(=O)NCC2CCCO2)cc2c(=O)n3cccc(C)c3nc21 (stereo not drawn)	-3.9%	10.2%
O=C(NCc1ccc2c(c1)OCO2)c1ccc(CN2CCc3ccccc3C2)cc1	x	-7.1%
CCOc1ccc(C(=O)Nc2cc(C(=O)O)cc(C(=O)O)c2)cc1	-1.5%	-3.1%
CCCCN(C(=S)SC)C1CCS(=O)(=O)C1 (stereo not drawn)	-1.9%	1.1%
O=C(Nc1ccc(Cl)cc1)Nc1ccc(N2CCOCC2)cc1	-5.1%	13.7%
CS(=O)(=O)Nc1ccc2c(c1)nc1n2CCOC1	2.6%	5.7%
CC(=O)Nc1ccc(S(=O)(=O)N2CCN(CC(=O)NC3CCCC3)CC2)cc1	5.5%	0.3%
Cc1cc(C)c2cc(CN(CC3CCCO3)C(=O)NC3CCCCC3)c(=O)[nH]c2c1 (stereo not drawn)	3.4%	2.1%
CCOC(=O)N1CCC(NC(=O)CN2C(=O)CCSc3ccccc32)CC1	0.5%	0.2%
Brc1ccc(C2=Nn3c(nnc3-c3cccnc3)SC2)s1	0.6%	3.8%
Cc1ccc(C)c(OCC(=O)N/N=C/c2ccc(OC(=O)c3ccc4c(c3)OCO4)cc2)c1	-4.7%	4.6%
O=P(O)(O)c1ccccc1OCCCCCOc1ccccc1P(=O)(O)O	-2.4%	4.6%
COc1ccc(OC(C)C(=O)Nc2ccc(C)c(Cl)c2)cc1 (stereo not drawn)	2.5%	6.6%

The list goes on; it opens with the two that closed the last part.
SMILES	Rat MKP-3 inhibitors	Hsp70 displacement
O=P(O)(O)c1ccccc1OCCCCCOc1ccccc1P(=O)(O)O	-2.4%	4.6%
COc1ccc(OC(C)C(=O)Nc2ccc(C)c(Cl)c2)cc1 (stereo not drawn)	2.5%	6.6%
O=C1N=C(N2CCCCCC2)S/C1=C\c1cccc2ccccc12	1.8%	4.5%
O=C1C2C(C(=O)N1/N=C/c1ccc(Cl)cc1Cl)C1C=CC2C12CC2 (stereo not drawn)	0.0%	-7.2%
Cn1c(=O)c2ccccc2n(Cc2ccccc2F)c1=O	-3.9%	1.2%
COC(=O)CSc1nc2c(c(-c3ccco3)c1C#N)CCCC2	3.6%	-8.9%
C=CCn1c(SCC(=O)Nc2ccccc2C)nnc1-c1ccncc1	-13.9%	6.1%
Cn1c(Cc2ccccc2)nnc1SCC(=O)Nc1ccccc1N1CCOCC1	-12.8%	2.9%

Some of the compounds tested. The share of hits here may be higher or lower than overall.
